# Assay outcomes: PubChem, several laboratories
# EBV LMP1 NFkB = EBV LMP1-driven NF-kappaB luciferase reporter inhibitors, primary screen, cell-based, luminescence, single point | inhibition, % at 12.5 µM | LMP1-induced NF-kappaB luciferase reporter cells | 350,000 compounds, 0.69% hits; in the data active = inhibition above about 41%;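 note: 0% = neutral control wells and 100% = reference inhibitor control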
# NR2F2 inh = NR2F2 transcriptional activity inhibitors, primary screen, cell-based, luciferase reporter, HEK293T, luminescence; HEK293T NGFI-A luciferase reporter; inhibition, % at 8.6 µM; COUP transcription factor 2 (Homo sapiens), P24468; 370,000 compounds, 0.7% hits;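 active = inhibition above a per-plate cutoff, mean inhibition of test wells between control levels plus 3 SD, cut at about 38% in these data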;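 note: cells cotransfected with COUP-TFII expression vector driving the NGFI-A reporter; 0% = median of COUP-TF2 test wells and 100% = reporter-only cells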
# CF NFkB inh = inhibitors of PAF-induced NF-kB signaling, primary screen, cell-based, GFP fluorescence, uHTS | KKLEB NF-kB-GFP reporter, GFP fluorescence overnight | inhibition, % at 5 µM | 360,000 compounds, 0.86% hits | AID 588850, 2011;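 active = at least 50% inhibition at 5 µM, scaled per plate between neutral and stimulator controls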;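 note: PAF is a Pseudomonas aeruginosa culture filtrate used as stimulus; plate controls were PAF-stimulated DMSO wells for no effect and unstimulated DMSO wells for full effect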
# C8 TRAIL sens = viability loss with TRAIL in NB7+C8 cells, primary screen, TRAIL sensitizer project, cell-based, ATPlite luminescence | inhibition (viability loss, TRAIL sensitization), % at 10 µM | 360,000 compounds, 1% hits | AID 624354, 2012;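 active = compounds causing at least 50% loss of cell viability in the single-dose screen, relative to plate controls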
# LRH-1 inv ag = LRH-1 (NR5A2) inverse agonists, primary screen, cell-based, luminescence, HEK293T, StAR-luciferase reporter; 360,000 compounds, 0.13% hits; Nuclear receptor subfamily 5 group A member 2 (Homo sapiens), O00482; AID 602396, 2012; LRH-1 transfected, 24 h; inhibition, % at 3.6 µM;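 active = inhibition above the mean inhibition of all tested compounds plus 3 SD, cut at about 73% in these data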;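 note: 0% = DMSO wells and 100% = reporter-only cells lacking LRH-1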
# TWEAK-Fn14 inh = inhibitors of TWEAK-Fn14 signaling, primary screen, luciferase reporter cells, uHTS; TWEAK-stimulated Fn14 reporter cells, luciferase luminescence, 8 h; inhibition, % at 10 µM; 360,000 compounds, 2% hits; AID 1159606, 2016; in the data active = inhibition above about 50%
# SRC3 inh = SRC3 coactivator transcriptional activity inhibitors, primary screen, cell-based, luminescence; 360,000 compounds, 0.17% hits; HEK293 GAL4-SRC3 luciferase reporter; inhibition, % at 3.6 µM; AID 588352, 2011;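 active = inhibition above a per-campaign cutoff, the mean of all compounds plus 3 SD, cut at about 60% in these data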;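 note: 0% = DMSO-treated cells and 100% = gossypol-treated cells at 36 µM; higher means less SRC3-driven luciferase light from the GAL4 reporter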
# TROY signal inh = inhibitors of TROY-driven NF-kB signaling, primary screen, Q293 LMP1-TROYcd cells, NF-kB luciferase, uHTS. Q293 LMP1-TROYcd NF-kB luciferase reporter, 4 h. inhibition, % at 10 µM. 360,000 compounds, 0.98% hits;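 active = compounds whose plate-normalised and pattern-corrected inhibition of the luciferase reporter signal at the single screening dose is 50% or more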
# SRC1 inh = SRC1 coactivator transcriptional activity inhibitors, primary screen, cell-based, luminescence. Nuclear receptor coactivator 1 (Homo sapiens), Q15788. HEK293 GAL4-SRC1 luciferase reporter. inhibition, % at 3.6 µM. 360,000 compounds, 0.12% hits. AID 588354, 2011;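 active = inhibition above the campaign mean plus 3 SD, with each screening campaign given its own cutoff, cut at about 60% in these data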;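 note: 0% = DMSO treated cells and 100% = gossypol at 36 µM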
# NCOA2 inhibitor = inhibition of GAL4-SRC2 driven luciferase reporter, primary screen, SRC2 inhibitor project, cell-based, luminescence; 370,000 compounds, 0.17% hits; HEK293 GAL4-SRC2 luciferase reporter; Nuclear receptor coactivator 2 (Homo sapiens), Q15596; inhibition, % at 9 µM;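 active = inhibition above the mean inhibition of all tested compounds plus 3 SD, set per campaign, cut at about 52% in these data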;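 note: 0% = DMSO treated cells and 100% = cells given Gossypol at 36 µM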
# Target sequence (Q15596 whole entry, looked up, the tested form may be a part): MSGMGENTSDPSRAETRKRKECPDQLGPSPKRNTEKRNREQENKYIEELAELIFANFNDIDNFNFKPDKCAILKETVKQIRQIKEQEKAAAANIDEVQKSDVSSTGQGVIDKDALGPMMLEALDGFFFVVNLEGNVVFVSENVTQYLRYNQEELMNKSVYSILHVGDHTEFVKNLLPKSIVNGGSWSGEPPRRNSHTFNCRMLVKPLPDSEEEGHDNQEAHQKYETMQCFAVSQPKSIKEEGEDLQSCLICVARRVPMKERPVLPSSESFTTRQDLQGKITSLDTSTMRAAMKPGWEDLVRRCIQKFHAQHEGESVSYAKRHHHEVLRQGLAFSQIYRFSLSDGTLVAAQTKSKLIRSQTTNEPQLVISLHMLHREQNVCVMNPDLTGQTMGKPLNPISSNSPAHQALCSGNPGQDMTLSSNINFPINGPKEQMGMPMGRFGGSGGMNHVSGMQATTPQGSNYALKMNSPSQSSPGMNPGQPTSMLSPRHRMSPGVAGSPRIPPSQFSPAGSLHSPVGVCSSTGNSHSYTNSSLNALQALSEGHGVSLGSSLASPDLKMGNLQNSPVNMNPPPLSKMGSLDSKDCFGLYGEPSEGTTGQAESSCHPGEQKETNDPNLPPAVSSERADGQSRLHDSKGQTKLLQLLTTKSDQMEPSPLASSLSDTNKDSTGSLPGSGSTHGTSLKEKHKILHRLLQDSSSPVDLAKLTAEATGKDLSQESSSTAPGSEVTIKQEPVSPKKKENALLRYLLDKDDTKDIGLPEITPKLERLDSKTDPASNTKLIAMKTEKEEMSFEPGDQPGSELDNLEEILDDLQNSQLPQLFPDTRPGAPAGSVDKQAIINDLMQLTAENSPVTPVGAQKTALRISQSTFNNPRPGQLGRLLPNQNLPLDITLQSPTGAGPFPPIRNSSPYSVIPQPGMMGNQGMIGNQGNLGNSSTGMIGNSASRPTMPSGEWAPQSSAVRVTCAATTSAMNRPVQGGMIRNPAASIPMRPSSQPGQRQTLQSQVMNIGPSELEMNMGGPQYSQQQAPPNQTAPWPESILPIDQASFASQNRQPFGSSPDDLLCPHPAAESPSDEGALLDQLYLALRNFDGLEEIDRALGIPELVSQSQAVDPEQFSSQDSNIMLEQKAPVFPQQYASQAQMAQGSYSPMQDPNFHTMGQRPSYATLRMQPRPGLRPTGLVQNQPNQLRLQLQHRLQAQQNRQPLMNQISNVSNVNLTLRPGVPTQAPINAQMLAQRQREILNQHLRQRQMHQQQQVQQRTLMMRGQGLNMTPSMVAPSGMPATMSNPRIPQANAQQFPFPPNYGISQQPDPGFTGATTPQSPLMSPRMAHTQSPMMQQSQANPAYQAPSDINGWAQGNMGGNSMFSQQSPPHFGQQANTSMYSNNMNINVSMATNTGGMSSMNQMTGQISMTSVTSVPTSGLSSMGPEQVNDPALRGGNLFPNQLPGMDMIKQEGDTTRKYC
# KKLEB cytotox = cytotoxicity in KKLEB CF airway cells, primary screen, cytotoxicity control for CF NF-kB inhibitor project, cell-based, uHTS, fluorescence assay plates. KKLEB CF airway cells viability, ATPlite luminescence, overnight; stronger effect = lower value; cells stimulated with P. aeruginosa culture filtrate. 360,000 compounds, 0.36% hits. activity change (cytotoxicity), % at 5 µM. AID 602141, 2011;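 active = corrected activity change at or below -50% at 5 µM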
# Numbers without * were called inactive; . = no result given. Random draw from the library. About 4.2% of those tested had a hit in this group.
SMILES,EBV LMP1 NFkB,NR2F2 inh,CF NFkB inh,C8 TRAIL sens,LRH-1 inv ag,TWEAK-Fn14 inh,SRC3 inh,TROY signal inh,SRC1 inh,NCOA2 inhibitor,KKLEB cytotox
C[C@H](CO)N1C[C@H](C)[C@@H](CN(C)C(=O)c2cc(-c3ccccc3)on2)OCc2cnnn2CCCC1=O,1,-12,10,10,-16,9,5,1,-3,-8,-8
CC1=C(C(=O)N2CCOCC2)C(c2ccc(Br)cc2)NC(=S)N1c1ccccc1 (stereo not drawn),-5,6,-8,-6,-25,13,16,-33,4,10,9
CC(C)(C)NC(=O)c1ccc2nsnc2c1,-20,2,-12,6,0,5,7,-1,-12,-20,3
Cn1c(O)c(C2=c3ccccc3=NC2=O)sc1=Nc1ccc(Cl)cc1,-11,-4,-1,20,7,-87,-38,-13,-14,-6,-15
Nc1ccn(C2CC(O)C(CO)O2)c(=O)n1 (stereo not drawn),-2,11,-7,-14,-10,5,-53,-16,-13,4,9
COc1ccc(Cl)cc1NC(=O)CN(C)C(=O)c1ccc(N2CCCCCC2)c([N+](=O)[O-])c1,3,11,-44,17,-11,8,-40,-7,4,9,0
CCCCOC(=O)Nc1ccc2c(C)cc(=O)oc2c1,-17,-40,-21,2,-125,-13,-93,-64,-88,-50,1
C=CCc1cc(/C=C2/NC(=S)NC2=O)cc(OC)c1O,1,-25,18,16,6,-22,22,-3,-3,-9,-30
CCN(C[C@H]1N[C@@](C)(C(=O)OC)[C@H]2C(=O)N(C)C(=O)[C@@H]12)C(=O)c1ccc(C)cc1,-1,8,24,-4,-19,-1,-2,-4,-1,13,1
O=C(NCC1CC1)c1ccc2sc([C@H]3C[C@H](O)[C@@H](CO)O3)nc2c1,.,-20,-5,1,13,-11,-32,-2,1,-17,5
Cc1ccc(OCCOCCOc2cccc3cccnc23)c(Br)c1,8,-12,-11,-6,14,-9,24,-3,3,3,8
CC(C)CNC(=O)C1(C)CCCN1C(=O)c1ccc2c(c1)CCO2 (stereo not drawn),.,5,17,-17,-21,17,-4,-7,2,-12,-6
Cc1ccc(NC(=O)C2CSC3(C)CCC(=O)N23)cc1S(=O)(=O)N1CCOCC1 (stereo not drawn),8,4,6,-4,6,-2,19,0,-2,14,-3
O/N=C1\CC2(Cc3nonc31)OCCO2,7,-7,-9,0,-15,3,-2,-3,-4,4,8
O=S(=O)(c1ccc(SCc2ccc(Cl)cc2)nc1)N1CCCC1,0,12,8,0,11,1,5,23,2,1,-5
O=C(Cc1ccccc1)c1nnc(-c2ccccc2)o1,-6,-10,1,-7,-6,0,9,2,-5,-26,7
CCN(Cc1cc(=O)n2ccsc2n1)c1cccc2ccccc12,-3,7,23,-3,-7,97*,-19,64*,6,-9,-15
O=C(CNC(=O)c1ccccc1)OCCOc1cccc(Cl)c1,4,12,23,-6,7,-10,9,4,3,3,1
O=S(=O)(c1ccc(F)cc1)N1CCCN(Cc2c(F)cccc2F)CC1,-3,8,-12,-11,9,7,-8,-1,-15,8,14
CCOc1ccc(CN2CCNC(=O)C2CC(=O)NCCC2=CCCCC2)cc1 (stereo not drawn),-10,6,-24,27,-4,10,-3,8,-29,3,7
N#CCSc1nnc(COc2cccc3ccccc23)n1-c1ccccc1,0,9,25,26,-6,28,6,27,-8,-8,-12
Cc1c(NC(=O)c2c(F)cccc2F)c(=O)n(-c2ccccc2)n1C,6,0,-8,3,5,-6,-10,-9,-8,-6,1
OCCC1CN(Cc2ccc(Oc3ncccn3)cc2)CCN1C1CCCC1 (stereo not drawn),2,9,2,0,-8,2,3,7,-4,0,6
O=C(O)C1CCN(S(=O)(=O)c2ccc(N3CCOCC3)c([N+](=O)[O-])c2)CC1,-8,7,-14,-10,2,-2,-24,-3,12,-16,10
COc1ccc(OC)c(C2Nc3c(Cl)ccc(C(=O)O)c3C3C=CCC32)c1 (stereo not drawn),12,-15,1,-8,13,-28,7,20,-9,-15,10
# More compounds follow.
SMILES,EBV LMP1 NFkB,NR2F2 inh,CF NFkB inh,C8 TRAIL sens,LRH-1 inv ag,TWEAK-Fn14 inh,SRC3 inh,TROY signal inh,SRC1 inh,NCOA2 inhibitor,KKLEB cytotox
CCOC(=O)C1CCN(C(=O)COc2ccc(S(=O)(=O)N3CCOCC3)cc2)CC1,-2,5,-10,-4,-1,-4,-17,24,9,-12,0
COC(=O)c1oc2ccc(Br)cc2c1-n1cccc1,7,-1,-7,-4,-16,-28,0,47,4,-23,1
O=C(NC1CCCCC1)Nn1c(-c2ccccc2)nc2ccccc2c1=O,-2,.,6,3,-16,5,15,-16,3,.,5
OCCCc1nc2n(n1)C(c1ccccc1Cl)C=C(c1cccs1)N2 (stereo not drawn),-2,.,6,4,9,3,0,4,-43,.,-13
O=C(CCCCCC(=O)N(CCO)CCO)N(CCO)CCO,-7,-8,-29,13,3,4,11,10,0,-20,7
COC(=O)CN1C(=O)N/C(=C/c2ccc(C)o2)C1=O,-3,18,-9,-11,-16,6,7,9,0,-13,13
CCN(CC)C(=O)Cn1nnc(-c2ccc(S(C)(=O)=O)cc2)n1,2,8,17,-10,1,-5,-7,6,1,-6,6
OC(COc1ccccc1)CN(Cc1ccccc1)CC(O)COc1ccccc1 (stereo not drawn),8,-6,5,2,11,-8,-3,15,-20,-22,2
CNC(=S)N/N=C/c1ccc(-c2cccc(C(=O)O)c2)o1,15,-34,-4,-2,-127,-35,-53,-45,-138,-35,-4
COc1ccc(C(=O)NN(C)c2nc(-c3ccccc3)cc(C)c2S(C)(=O)=O)cc1,12,9,6,0,-25,15,3,3,-11,6,6
COc1ccc(C2(c3ccc(OC(C)=O)cc3OC(C)=O)CC(c3ccccc3)NC(=S)N2)cc1 (stereo not drawn),-5,9,4,-15,16,20,-28,-3,-21,-23,0
Cc1c(/C=N/N=C2\CCC3C4CCc5cc(O)ccc5C4CCC23C)cnn1C (stereo not drawn),18,-12,-16,-11,-3,-15,-10,21,-8,12,1
Cc1csc(NC(=O)C2CSC3(C)CCC(=O)N23)n1 (stereo not drawn),-5,-1,-11,1,5,-3,2,-7,4,-22,2
CC1CCN(S(=O)(=O)c2ccc(NC(=S)NC(=O)c3ccc(Cl)cc3)cc2)CC1,9,-1,9,8,9,-29,13,7,-6,-2,4
O=C(CSc1nc2nn(-c3ccccc3)c(=O)c-2c2n1CCCCC2)Nc1ccccc1[N+](=O)[O-],-2,-11,-3,-30,-21,8,-25,-19,-10,-28,4
COC(=O)c1sc(SC)c(S(=O)(=O)C(C)C)c1N,-2,5,10,2,-6,-11,22,13,2,-3,-1
O=C(Nc1sc2c(c1C(=O)c1ccccc1)CCCC2)c1cccnc1,2,14,15,-2,-3,-6,19,10,-94,17,-5
O=C(NC1CCCCC1)C(c1ccc(F)cc1)N(CCc1ccccc1)C(=O)CN1C(=O)c2ccccc2S1(=O)=O (stereo not drawn),-24,-1,19,22,-14,3,16,11,-8,-25,-20
CCOc1ccc2c(c1)s/c(=N\S(=O)(=O)c1ccc(OC)cc1)n2C(F)F,8,9,-1,8,6,14,-3,26,7,15,16
Cc1ccc(-c2nc(N/N=C/c3cccc([N+](=O)[O-])c3)c3ccccc3n2)cc1,-9,-15,-24,64*,-5,-1,-22,-40,-42,-11,-34
CCOC(=O)Cn1c(=NC(=O)CN2C(=O)CCC2=O)sc2cc(S(N)(=O)=O)ccc21,-9,-7,-7,1,16,7,-5,-3,-2,12,4
Cc1cc(C)c2ccc(NN)nc2c1O,-5,-6,-1,3,-23,4,-14,-5,-3,8,1
COc1cc(C2OC(c3cc(OC)c(OC)c(OC)c3)C(C)C2C)cc(OC)c1OC (stereo not drawn),9,-34,-15,-3,-1,26,22,-15,8,-7,10
CN(C)CCCN(C(=O)CCSc1ccccc1)c1nc2cc3c(cc2s1)OCO3,20,-6,56*,1,5,31,11,-45,0,15,-15
CC(=O)Nc1ccc(NC(=S)NC(=O)/C=C/c2ccccc2)cc1,1,-3,-9,-2,-7,0,10,-24,-15,17,7

# Records listed so far that bear a hit mark in CF NFkB inh.
structure	EBV LMP1 NFkB	NR2F2 inh	CF NFkB inh	LRH-1 inv ag	TWEAK-Fn14 inh	SRC3 inh	SRC1 inh	NCOA2 inhibitor
CN(C)CCCN(C(=O)CCSc1ccccc1)c1nc2cc3c(cc2s1)OCO3	20	-6	56*	5	31	11	0	15

# Next compounds follow:
SMILES,EBV LMP1 NFkB,NR2F2 inh,CF NFkB inh,C8 TRAIL sens,LRH-1 inv ag,TWEAK-Fn14 inh,SRC3 inh,TROY signal inh,SRC1 inh,NCOA2 inhibitor,KKLEB cytotox
Cc1ccc(S(=O)(=O)NCc2csc(C)n2)c(C)c1,4,-7,-11,-5,6,-11,10,0,1,-16,4
O=c1oc2ccccc2c(O)c1/C=N/c1ccccn1,50*,4,12,-3,15,15,11,27,-30,-9,-10
Cc1ccc(C)c(NC(=O)Cn2nnc(C(=O)NCc3cccs3)c2N)c1,-4,-5,-4,-2,8,-26,15,8,-2,-15,-2
O=C(CN1CCN(Cc2ccccc2Cl)C1=O)NCc1cccnc1,1,0,16,-6,5,6,-10,8,-15,14,-1
Cc1cc(NC(=O)CCC(=O)N(Cc2ccco2)C(C(=O)NC2CCCCC2)c2cccs2)no1 (stereo not drawn),2,-2,5,-10,-2,1,25,13,3,8,4
Cc1cccc(Cl)c1OCCCCn1ccnc1,5,10,0,-8,0,2,-14,6,2,-7,-13
O=C(O)Cc1ccc(C(=O)c2ccccc2)s1,2,13,-2,-9,-8,4,-10,-5,-13,-19,7
OCCC1CN(Cc2cccn2-c2nccs2)CCN1Cc1ccc(F)c(F)c1 (stereo not drawn),-2,-4,5,5,11,-16,3,6,7,0,2
COc1ccc(CCC(=O)Nc2ccc(OC)c(S(=O)(=O)N3CCCCC3)c2)cc1OC,6,18,-30,-1,-17,11,12,2,-21,14,-18
Cc1ccc([N+](=O)[O-])cc1NC(=O)CSc1nncn1-c1ccccn1,3,-2,4,0,-9,25,9,-17,-7,-19,1
O=C(NCc1cc(C(F)(F)F)ccc1Cl)c1cccc2c1C(=O)c1ccc(N3CCC(Cc4ccccc4)CC3)cc1S2(=O)=O,-1,.,0,-20,8,-11,-5,5,1,.,-3
Cc1cccc(-c2nsc(SCC(=O)NCc3ccco3)n2)c1,-8,-5,-33,-19,-2,-29,-18,-30,-22,-23,12
O=C(NCc1cccc(Cl)c1)C1CCN(c2nnc(N3CCCC3=O)s2)CC1,-5,7,-2,-3,2,15,8,-4,-14,-12,-4
